Screens as filed in PubChem.
S3 lipid droplet = qHTS Assay for Lipid Storage Modulators in Drosophila S3 Cells | Drosophila S3 cells, BODIPY lipid droplet fluorescence, 18-24 h; cells fed with added oleic acid | lipid storage change, negative = inhibition, % at the top dose, mostly 46.1 µM; hits show Potency in µM | hit rate 0.64% among 320,000 | AID 2685; active = well fitted inhibition curve with a large enough effect in the signal ratio, with a control signal flat, not every such curve was filed as active; inconclusive = small, poorly fitted or top-dose-only effect, or effect the other way, or a change in a side signal; the % refers to the signal ratio
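Drosophila S3 cells loaded with oleic acid (400 uM, as added) and compounds at several concentrations; lipid droplets imaged by 488-nm laser-scanning cytometry, 500–530 nm intensity and object ratio to cell channel. Percent activity normalized to 20 uM Triacsin C.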
S3 lipid droplet cell count max = also measured in S3 lipid droplet; calls as there; cell number change, %; measured here: cell count max response;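 cells counted by Cell Tracker Red CMTPX staining in the red channel; peak over a dose series mostly up to 46.1 µM; percent activity relative to internal control wells on each plate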
The depositor's hits bear a star; i = inactive; ? = inconclusive; . = no result given. % is scaled to controls: 0 for no effect and ±100 for the full control effect; potency is read from the fitted curve at half-maximal effect. Only part of the results is shown, so the mix of outcomes need not match the whole.

SMILES,S3 lipid droplet,S3 lipid droplet cell count max
NC(=O)N/N=C/c1ccc(-c2ccc([N+](=O)[O-])cc2)o1,?,.
O=C(O)c1ccc(Oc2cc(Oc3ccc(C(=O)O)cc3)cc([N+](=O)[O-])c2)cc1,i,13
N/C(=N\OC(=O)/C=C/c1ccccc1)c1ccc(Br)cc1,0%,1
Cc1ccc(S(=O)(=O)N2CCCCC2)cc1C(=O)N(C)CC(=O)Nc1ccc(Cl)c(C(F)(F)F)c1,-28%,12
O=C1CCC(=O)N1c1nc2n(n1)C(c1ccccc1)C=C(c1ccc(Br)cc1)N2 (stereo unspecified),5%,6
CN(CC(=O)NCc1ccc(F)cc1)S(=O)(=O)c1ccc(Br)s1,?,.
CCOC(=O)CCSc1nc(C)c2cc(C)ccc2n1,i,16
CS(=O)(=O)c1ccc(Cl)c(NC(=O)COC(=O)c2ccc(-n3cnnn3)cc2)c1,?,.
COCc1[nH]nc2c1C(c1c(F)cccc1Cl)C(C#N)=C(N)O2 (stereo unspecified),?,.
Cn1c(SCc2n[nH]c(=S)o2)nnc1-c1ccccc1,?,.
COc1cc(OC)cc(-c2nnc(N(C)C(=O)c3ccncc3)s2)c1,?,.
COc1cc(/C=N/NC(=O)c2cc(C3CC3)[nH]n2)cc(OC)c1OC,?,.
CCCNC(=O)C(Cc1ccc(Cl)cc1)NC(=O)c1ccc(C#N)cc1 (stereo unspecified),?,.
O=c1c2c(C(F)(F)F)cc(C(F)(F)F)nc2[nH]n1-c1ccccc1,?,.
Nc1cccc(S(=O)(=O)c2ccc(N)c(N)c2)c1,?,.
CC(C)N(C)Cc1nnnn1CC(=O)NCc1cc(F)cc(C(F)(F)F)c1,-5%,-9
COc1ccccc1NC(=S)N(Cc1ccc(C(=O)O)cc1)Cc1ccc(OC)c(OC)c1,8%,-9
CC1=C(C#N)C(NC(=O)c2ccc(Cl)cc2)(C(F)(F)F)C(=O)N1 (stereo unspecified),-4%,-16
CN(C)CCCNC(=O)c1ccc(Oc2ccccc2)cc1,?,.
CCOc1cccc(/C=C(/C#N)c2nc3ccccc3[nH]2)c1OCC(=O)O,?,.
O=C(COc1ccc([N+](=O)[O-])cc1)Nc1ccc(C(=O)NCc2cccnc2)cc1,?,.
CCOc1ccc(/C=C2/SC(=S)N(n3c(C)ccc3C)C2=O)cc1,?,.
COC(=O)[C@@H](NC(=O)c1ccc(OC2CCN(Cc3ccccn3)CC2)cc1)C(C)C,-3%,14
Cc1cc(C)n2nc(C(=O)NCc3ccccc3)cc2n1,7%,-20
CSc1nnc(C(C)(C)C)c(=O)n1/N=C/c1ccc(C(C)C)cc1,1%,30
C=C(C)c1cccc(C(C)(C)NC(=O)Nc2nnc(C(C)C)s2)c1,9%,9
O=C(c1ccc(F)cc1)N1CCN=C1c1ccccc1,?,.
Fc1ccc(NC(=S)N2CCSC2c2cccs2)cc1 (stereo unspecified),-2%,14
CN(C)c1cccc(NC(=O)Cc2ccc(F)cc2)c1,16%,-10
Nc1nc2c(c3c1c(=O)oc1ccccc13)CCCCC2,10%,2

Two entries picked at random from the list so far:
SMILES,S3 lipid droplet,S3 lipid droplet cell count max
Fc1ccc(NC(=S)N2CCSC2c2cccs2)cc1 (stereo unspecified),-2%,14
N/C(=N\OC(=O)/C=C/c1ccccc1)c1ccc(Br)cc1,0%,1

Next section.
SMILES,S3 lipid droplet,S3 lipid droplet cell count max
COc1ccccc1-n1ccnc(SCC(=O)NC2CCCCC2)c1=O,?,.
CC/C(=N\NC(=O)c1c[nH]c2ccccc12)c1cccs1,?,.
CCCOc1ccc(Cc2c(Cl)nc(SC)nc2OC)cc1,-12%,-14
O=C(C1CCCN(S(=O)(=O)c2ccc(Br)cc2)C1)N1CCN(Cc2ccccc2)CC1 (stereo unspecified),i,-27
COc1cccc(CN2CC(C(=O)NCc3ncc(C)[nH]3)CCC2=O)c1 (stereo unspecified),?,.
O=C(COc1ccc(-c2ccccc2)cc1)NNC(=O)NC1CCCCC1,?,.
CCOC(=O)/C(C)=N/NC(=O)c1ccc([N+](=O)[O-])cc1,?,.
CCOc1ccc(N2C(=O)CSC2=NC#N)cc1,-18%,5
CCOc1ccc(C(=O)OCC(=O)NCCCc2ccccc2)cc1,0%,-5
COc1ccc(F)cc1S(=O)(=O)NCc1cc(=O)n(C)c(=O)n1C,?,.
CC(=O)OCC1(C)CN(c2ccccc2)N(C(=O)c2ccc(C(C)(C)C)cc2)C1=O (stereo unspecified),?,.
COc1ccc(N(CC(=O)Nc2ccc(OC)cc2OC)S(=O)(=O)c2ccccc2)cc1,3%,-4
CCCCn1c(N)c(N(CCC(C)C)C(=O)c2cccc(S(=O)(=O)N3CCN(C)CC3)c2)c(=O)[nH]c1=O,?,.
Cc1cc(NC(=O)CN2C(=O)NC3(CCCCCC3)C2=O)ccc1Br,?,.
Oc1cccc(NC(=S)N=Nc2c(O)[nH]c3ccccc23)c1,?,.
CC(=O)Nc1ccc(S(=O)(=O)NCCc2ccccc2)cc1,i,-18
O=C(COC(=O)c1ccc(Br)o1)Nc1ccc2[nH]c(=O)[nH]c2c1,21%,11
CN(C)c1nc(NCc2ccccc2)nc(SCC(=O)Nc2ccccc2)n1,?,.
Cc1ccc(S(=O)(=O)NC(=O)Nc2ccc(F)c(F)c2)cc1,?,.
CC(NC(=O)NC1CCCCC1)c1ccc2c(c1)OCO2 (stereo unspecified),?,.
O=S(O)OC1CS(=O)(=O)CC1c1ccccc1 (stereo unspecified),-2%,18
COc1ccc(CNC(=O)c2cncc(Br)c2)cc1,i,-10
O=C(NCc1cccs1)c1cc(C2CC2)on1,14%,12
CC(=O)N1CN(CCCn2ccnc2)Cc2c1sc1c2CCCC1,?,.
CCOC(=O)CC1NC(=O)c2ccccc21 (stereo unspecified),-4%,-9
CC(C)CNC(=S)NC1CCCC1,?,.
CCOc1ccc(C(=O)C2CCN(CC(=O)Nc3nccs3)CC2)cc1,12%,1
Cc1cc(N2CCN(C(=O)OC(C)(C)C)CC2)n2ncnc2n1,3%,4
CC1CCN(S(=O)(=O)c2ccc3c(c2)N(CC(=O)NCCCN2CCCCC2)C(=O)CS3)CC1,?,.
O=C(CSc1nc(-c2ccccc2)c(-c2ccccc2)[nH]1)Nc1nccs1,?,.

Other results
SMILES,S3 lipid droplet,S3 lipid droplet cell count max
Cc1ccc2nc(N(CCN(C)C)C(=O)c3ccc4ccccc4c3)sc2c1,?,.
O=C(CSc1ccc2c(c1)OCCO2)Nc1ccc(Br)cc1,-4%,-21
COc1ccc(NC(=O)C(c2ccc(C)cc2)N(C)C(=O)c2ccc(=O)[nH]c2)cc1 (stereo unspecified),7%,-9
O=S(=O)(Nc1nc2ccccc2nc1NCC1CCCO1)c1cc(Cl)ccc1Cl (stereo unspecified),?,.
O=C(c1cccc(S(=O)(=O)N2CCCC2)c1)N(Cc1ccco1)C1CCS(=O)(=O)C1 (stereo unspecified),?,.
CCCCn1c(=O)[nH]c(=O)c2c1nc(-c1ccc(C#N)cc1)n2C1CCCC1,?,.
CCSc1nc(-c2ccc(OC)cc2)cc(-c2ccccc2)c1C#N,?,.
O=C(COc1ccc(S(=O)(=O)N2CCOCC2)cc1Cl)NC1CCCCC1,?,.
O=C(Cc1ccsc1)Nc1ccc(S(=O)(=O)C(F)F)cc1,?,.
Oc1ccc(-c2csc(Nc3ccccn3)n2)c(O)c1,?,.
Cc1ccccc1NC(=O)/C(C#N)=C\c1cc(C)n(-c2ccc(C(=O)O)cc2)c1C,-5%,-4
CCOC(=O)COc1cc(-n2c(=S)[nH]c3cc(OC)c(OC)cc3c2=O)c(Cl)cc1Cl,?,.
CCC(COC(=O)Nc1cccc(C)c1)NC(=O)OCC(C)C (stereo unspecified),?,.
Cc1ccc(C(=O)Nc2cnc3sc(C)nn3c2=O)cc1,i,4
C/C(=N\NC(=O)c1ccc(COc2ccccc2)cc1)c1ccncc1,?,.
CCOC(=O)N/N=C\c1ccc(OC/C=C/c2ccccc2)cc1,?,.
CC(C)Nc1ccc(C(CC(N)=O)NC(=O)Cc2ccc(Br)cc2)cc1[N+](=O)[O-] (stereo unspecified),?,.
O=S(=O)(Nc1ccc(S(=O)(=O)N2CCCC2)cc1)c1ccc(F)cc1,?,.
Cc1cc([N+](=O)[O-])ccc1NCc1cccc([N+](=O)[O-])c1,?,.
Cc1ccc(S(=O)(=O)c2nc(NCc3ccc4c(c3)OCO4)sc2Cl)cc1,-18%,-13
CC(CCc1ccccc1)NC(=O)COC(=O)C12CC3CC(CC(Br)(C3)C1)C2 (stereo unspecified),?,.
COc1ccc(OC)c(C(=O)c2ccc(C(=O)Nc3ccc4ccccc4c3)cc2)c1,?,.
Cc1cc(C)c(C(N)=O)c(NC(=O)Nc2ccccc2Cl)n1,-4%,-1
O=C(Cc1cccs1)Nc1nc2ccccc2s1,2%,1
CCOC(=O)N1CCN(S(=O)(=O)c2ccc3c(c2)oc(=O)n3C)CC1,?,.
CCc1ccccc1NC(=O)C(C#N)Cc1cccnc1 (stereo unspecified),5%,.
Cc1cc([N+](=O)[O-])ccc1NC(=O)/C=C/c1cccs1,8%,-8
COC(=O)c1c(C(=O)OC)c2cc(C(=O)c3ccccc3)ccn2c1Cl,0%,20
CC(=O)c1cnn(-c2ccc(Cl)cc2)c1C,?,.
COc1ccccc1N1CCN(C(=O)Cn2c(=O)oc3cc(S(=O)(=O)N4CCCC4)ccc32)CC1,?,.

Structures above that have a tert-butyl group:
SMILES,S3 lipid droplet,S3 lipid droplet cell count max
CSc1nnc(C(C)(C)C)c(=O)n1/N=C/c1ccc(C(C)C)cc1,1%,30
CC(=O)OCC1(C)CN(c2ccccc2)N(C(=O)c2ccc(C(C)(C)C)cc2)C1=O (stereo unspecified),?,.
Cc1cc(N2CCN(C(=O)OC(C)(C)C)CC2)n2ncnc2n1,3%,4

Single values from the list:
Cc1ccc(S(=O)(=O)c2nc(NCc3ccc4c(c3)OCO4)sc2Cl)cc1 in S3 lipid droplet cell count max shows -13
Cc1cc(C)c(C(N)=O)c(NC(=O)Nc2ccccc2Cl)n1 in S3 lipid droplet cell count max shows -1
O=C(Cc1cccs1)Nc1nc2ccccc2s1 in S3 lipid droplet shows 2%
CCc1ccccc1NC(=O)C(C#N)Cc1cccnc1 (stereo unspecified) in S3 lipid droplet shows 5%

The results go on:
SMILES,S3 lipid droplet,S3 lipid droplet cell count max
Cc1nn(Cc2ccccc2)c(C)c1NC(=O)CCCn1nc([N+](=O)[O-])cc1C,?,.
COc1ccc(C(C(=O)NC2CCCC2)N(Cc2cccnc2)C(=O)c2snc(C(N)=O)c2N)cc1OC (stereo unspecified),?,.
COc1ccccc1C(=O)Nc1ccc(C(=O)N2CCCC2)cc1,?,.
COc1ccc2c(=O)c3c(=O)n(Cc4ccco4)c(-c4ccccc4)nc3oc2c1,?,.
CC(C)(C)C1CCC(=O)N(CCOc2ccccc2)CC1 (stereo unspecified),?,.
Cc1cccc(C(=O)Nc2ccc(C)c(OC(=O)c3cccc(C)c3)c2)c1,0%,-20
CC(=O)c1cccc(S(=O)(=O)N2CCC(C(=O)N(C)Cc3ccc(Cl)s3)CC2)c1,?,.
COc1c(O)cccc1-c1nnn(CCC(=O)OCC(=O)c2ccccc2)n1,?,.
O=C(COC(=O)/C=C/c1ccccc1F)Nc1nnc(-c2ccccc2)o1,?,.
O=C(CSc1nnc(-c2ccccc2F)n1C1CCCCC1)N1CCCC1,14%,2
CC(=O)NCCCNS(=O)(=O)c1ccc(C)cc1,0%,6
COc1ccccc1-n1nnnc1SCC(=O)Nc1ccc(C)c(N)c1,?,.
C#CCOCCOCCOCCNc1nc(N2CCOCC2)nc(N2CCN(C(=O)CCCCCCCCCCNC(=O)[C@@H]([C@H](C)O)n3cc(C)nn3)CC2)n1,i,-20
Cc1ccc(S(=O)(=O)Oc2ccc(/C=C3/N=C(c4ccccc4)OC3=O)cc2)cc1,11%,12
COc1ccc(C2C(=O)N(C3CCCCC3)CC(=O)N2Cc2ccco2)cc1 (stereo unspecified),i,.
Cc1nn2c(N3CCN(C)CC3)cc(C(C)(C)C)nc2c1-c1ccccc1,?,.
O=C(Nc1ccc(F)cc1)C1C2CCC3C(CCC21)C3(Cl)Cl (stereo unspecified),?,.
Cc1ccc(CNC(=O)CS(=O)(=O)Cc2nc(-c3ccccc3F)oc2C)cc1,?,.
CC(=O)N1N=C(c2ccc(Cl)cc2)CC1c1ccco1 (stereo unspecified),27%,10
CCc1ccccc1NC(=O)COc1ccc2c(c1)OCO2,9%,-9
Cc1cc(C)n(C(=O)c2ccc(C)c(S(=O)(=O)N3CCCCC3)c2)n1,?,.
O=c1c2ccccc2nc2n1CC/C2=C/N1CCN(c2cccc(C(F)(F)F)c2)CC1,13%,-13
CCc1ccc(C(C)NC(=O)c2ccc3c(c2)OCO3)cc1 (stereo unspecified),?,.
COc1ccc2nc(N/C(N)=N/C(=S)Nc3ccccc3)nc(C)c2c1,?,.
